# Screens as filed in PubChem.
# CRFR2-BP antag: antagonists of CRF-BP/CRF-R2 complex, primary screen, cell-based, HEK293, calcium dye fluorescence, uHTS; inhibition, % at 11.8 µM; AID 588475, 2011; CRF-induced calcium fluorescence; 350,000 compounds, 0.59% hits;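 active = inhibition of the ligand-induced calcium signal above about 50% at the single tested concentration, limit read from the data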
# CRFR2-BP ag: agonists of CRF-BP/CRF-R2 complex, primary screen, cell-based, HEK293, calcium dye fluorescence, uHTS; 350,000 compounds, 0.46% hits; calcium dye fluorescence (FLIPR); percent of saturating CRF peptide response; activation, % at 13.2 µM; CRF-binding protein / CRF receptor 2 complex (human);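 active = activation of at least 50%, plus an integration ratio under a set limit after plate pattern correction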;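 note: plate controls were neutral control wells without compound for no effect and CRF at EC100 for full effect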
# GalR3 antagonist: GalR3 antagonists in HEK293 cells, primary screen, cell-based, fluorescence readout | Galanin receptor type 3 (Homo sapiens), O60755 | HEK293 GalR3-CNG cAMP membrane potential fluorescence; galR3 body fused to GalR1 C-terminus | inhibition, % at 3 µM | 360,000 compounds, 0.44% hits;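 active = inhibition above the screen-wide average plus 3 SD, cut at about 13% in these data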;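 note: forskolin and galanin both at EC90 stimulate the cells; cAMP rise reported by CNG channel membrane potential dye signal; 0% = forskolin plus galanin with DMSO and 100% = forskolin alone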
# Target sequence (O60755 1-299 limits assumed): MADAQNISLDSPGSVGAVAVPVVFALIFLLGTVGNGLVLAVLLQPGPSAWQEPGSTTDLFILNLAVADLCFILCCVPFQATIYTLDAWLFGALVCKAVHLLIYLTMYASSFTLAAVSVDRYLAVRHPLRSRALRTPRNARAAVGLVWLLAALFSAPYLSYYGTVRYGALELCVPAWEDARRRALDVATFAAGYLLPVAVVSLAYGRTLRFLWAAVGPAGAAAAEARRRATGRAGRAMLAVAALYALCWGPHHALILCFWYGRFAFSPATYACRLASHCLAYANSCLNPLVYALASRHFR
# * marks the source's active call; other numbers are inactive results. Not all compounds are listed; the hit share may differ from the screen's.
GalR3 antagonist	CRFR2-BP antag	CRFR2-BP ag	molecule
-3	6	0.0	O=C(CNC1CCCCC1)Nc1cccc([N+](=O)[O-])c1
-1	-3	-3.0	CC(C)(C)OC(=O)N1CCC(NC(=O)c2nc[nH]c2C(=O)NC2CCN(C(=O)OC(C)(C)C)CC2)CC1
-1	-6	1.1	Cc1ccccc1OCCC(=O)OCC(=O)NC1CCCC1
-7	3	1.7	CC1([N+](=O)[O-])COC2(CCCCC2)OC1
-2	-2	1.2	NC(=O)c1ccc(NC(=O)c2ccc(COc3ccccc3Br)cc2)cc1
-7	-2	-0.1	O=C(CCN1CCN(c2ccccc2)CC1)NNC(=O)Cc1ccccc1Cl
-2	4	0.5	O=C(CSc1nnc(N2CCOCC2)n1-c1cccc(F)c1)N1CCN(c2ccccn2)CC1
-2	4	-0.8	CCCCN(C(=O)C1CCN(C(=O)c2ccccc2C)CC1)c1c(N)n(CC(C)C)c(=O)[nH]c1=O
1	-10	-2.7	Oc1c(Cl)cc(Cl)c(Cl)c1CN1CCOCC1
-6	6	-0.8	CC(OC(=O)c1cccc(-n2cnnn2)c1)C(=O)Nc1cccc(Cl)c1 (centres undefined)
-1	-6	-2.4	COc1ccc(S(=O)(=O)N(C)CC(=O)Nc2ccc3c(c2)OCCO3)cc1
-4	-1	-0.3	O=C(NCC(=O)N1CCN(S(=O)(=O)c2c(F)cccc2F)CC1)c1ccccc1F
-5	18	3.3	Cc1nn(C)c2c1NC(=O)CS2
-2	-17	-0.1	COc1ccccc1C(=O)NC(=O)CSc1nnc(SC)s1
-1	-4	-0.8	CCOc1ccc(-n2ccnc(SCC(=O)NCCc3ccccc3)c2=O)cc1
-2	33	-3.2	Nc1ccc(Cc2ccc([N+](=O)[O-])cc2)cc1
-6	2	-1.6	O=C1CC(c2ccc3ccccc3c2)NN1 (centres undefined)
-3	-3	-0.5	S=C(Nc1ccccc1)N1CCN(c2ccccc2)CC1
0	71*	-0.4	COc1ccc(S(=O)(=O)N(CC(C)C)C2CCS(=O)(=O)C2)cc1OC (centres undefined)
0	7	-0.3	Cc1cccc(OCCCC(=O)NNC(=O)c2ccncc2)c1
-6	7	-1.3	COc1ccc([C@H]2CN(CCc3ccccc3)C(=O)[C@@H]2CC(=O)Nc2ccccc2)cc1
-5	-20	0.8	COc1ccccc1N1CCN(S(=O)(=O)CCNC(=O)C2CCCCC2)CC1
-4	-7	-0.9	COc1cc(C#Cc2c(-c3cncn3C)n(C)c3ccc(-c4ccc(CN5CCOCC5)cc4)cc23)cc(OC)c1
0	7	-0.4	O=C(CCNC(=O)c1ccc([N+](=O)[O-])cc1)Nc1ccc(S(=O)(=O)N2CCOCC2)cc1
-6	6	5.7	CC1(NCc2ccc(Cl)cc2)COP(=O)(NCc2ccccc2)OC1 (centres undefined)

# Next entries
GalR3 antagonist	CRFR2-BP antag	CRFR2-BP ag	molecule
9	2	1.0	O=C(O)[C@H](O)[C@@H](O)C(=O)O
-4	11	-0.4	Cc1ccc(-c2nnnn2-c2ccccc2C(=O)O)cc1
5	-9	1.3	COc1cc2ccccc2cc1C(=O)Nc1ccccc1N1CCCC1
-5	-5	-0.1	CN1CCC(N(C)S(=O)(=O)c2ccc(NC(=O)COc3cccc(Cl)c3)cc2)CC1
-6	-10	0.0	COc1ccc(NC(=O)C2CCCN(C(=O)c3ccc(Cl)cc3)C2)cc1Cl (centres undefined)
-7	-17	-3.0	CN(C)c1ncnc2c1ccn2C1OC(CO)C(O)C1O (centres undefined)
2	5	-0.7	O=C(C1CCCCC1)N1CCC(c2nc3c(nnn3Cc3ccccc3Cl)c(=O)[nH]2)CC1
-3	0	-0.8	Cc1ccc(Cl)cc1N1CCN(C(=O)c2ccccc2SCC(=O)N2CCCC2)CC1
-2	2	-0.7	CC(C)(C)N(Cc1ccccc1)C(=O)COC(=O)C1CCCCC1
-8	49	4.9	CCN(CC)C(=O)[C@H]1CC(CC(=O)NC/C=C(\C)CCC=C(C)C)C(=O)N2CCc3c([nH]c4ccccc34)[C@]12C (some centres undefined)
1	109*	-2.5	COc1ccc(C(=O)OCC(=O)N(C)C2CCS(=O)(=O)C2)cc1S(=O)(=O)N(C)Cc1ccccc1 (centres undefined)
-5	-42	63*	CCOc1ccc(NS(=O)(=O)c2ccc(C(=O)NCC(c3ccco3)N3CCCC3)cc2)cc1 (centres undefined)
-4	1	-0.3	COc1ccc(-c2c(C)cc3oc(=O)cc(-c4ccccc4)c3c2C)cc1OC
1	-8	-1.2	CC(C)CCN(C(=O)c1cn2ccccc2n1)c1c(N)n(Cc2ccccc2)c(=O)[nH]c1=O
-5	-3	2.4	Cc1ccc(Cc2c(-c3ccccc3)nc3ccc(Br)cn23)cc1
-7	-27	2.0	C[C@@H]1CN([C@H](C)CO)C(=O)CCCn2cc(nn2)CO[C@H]1CN(C)C(=O)Nc1ccc2c(c1)OCO2
-2	3	0.2	Cc1cc(C)n2nc(C(=O)NCC(=O)Nc3ccc(F)c(F)c3)nc2n1
-6	-4	1.2	CC(=O)c1ccc(N2CCN(S(=O)(=O)c3ccc4ccccc4c3)CC2)cc1
-6	12	-2.1	CCOc1ccc(S(=O)(=O)NCCC(=O)N2CCCC(C)C2)cc1 (centres undefined)
-2	7	-0.5	COc1ccc(-c2csc(N(CCCN(C)C)C(=O)c3ccc(OC)c(OC)c3)n2)cc1
-6	5	-0.2	CN(C(=O)COC(=O)c1ccc2c(c1)OCO2)C1CCCCC1
1	-6	-0.2	COc1cc(S(=O)(=O)N2CCOCC2)cc(C(=O)NCC(c2cccs2)N2CCOCC2)c1OC (centres undefined)
-1	5	0.3	COc1ccc(NC(=O)c2ccc(NC(=O)CSc3nc(N)cc(=O)[nH]3)cc2)cc1
1	4	-3.5	CCN1CCN(S(=O)(=O)c2ccc(OC)c(NC(=O)c3ccccc3F)c2)CC1
-5	-4	-0.3	COc1ccccc1C(=O)NC(=O)CSc1nnnn1C

# Additional results follow.
GalR3 antagonist	CRFR2-BP antag	CRFR2-BP ag	molecule
-5	1	-0.1	CCCn1nc(C(=O)OCC(=O)Nc2ccc(C)cc2)c2ccccc2c1=O
-5	1	2.3	CSCCC1NC(=O)N(CC(=O)Nc2ccc3c(c2)OCCO3)C1=O (centres undefined)
-6	4	1.7	CC(C)CCN1CCC[C@]2(N[C@H](c3ccccc3)[C@@H]3C(=O)N(Cc4ccccc4)C(=O)[C@@H]32)C1=O
-3	-8	0.9	O=C(O)Cn1ccnc1[N+](=O)[O-]
-6	-5	-1.0	CC1CC2C(C(O)CC3(C)C2CCC3(O)C(=O)CO)C2(C)C=CC(=O)C=C12 (centres undefined)
-2	-11	-0.2	COCC(C)n1c(SCC(=O)Nc2cc(C)on2)nc2ccccc2c1=O (centres undefined)
-4	-2	-0.9	O=C(C1COc2ccccc2O1)N1CCCCC1 (centres undefined)
3	11	0.4	COC(=O)c1cccc(NC(=O)CCN2C(=O)C3CC=CCC3C2=O)c1 (centres undefined)
-4	12	-1.4	Cc1cc(NS(=O)(=O)c2ccc(NC(=O)Cc3ccc(Cl)c(Cl)c3)cc2)no1
-6	5	-0.1	CC(=O)c1cccc(NC(=O)CSc2nc(=O)n(CCN3CCOCC3)c3c2CCC3)c1
4	19	1.0	CCOC(=O)N(C)C[C@@H]1OCc2cnnn2CCCC(=O)N([C@H](C)CO)C[C@@H]1C
-3	1	3.4	Cc1ccc(-c2cc3onc(-c4ccccc4)c3c(=O)n2C)cc1
-1	18	12	Cc1cc(-c2csc(NC(=O)C3=COCCO3)n2)c(C)n1C
-6	4	-0.8	COc1ccc(NC(=O)CSc2nc(=O)n(CCN3CCOCC3)c3c2CCC3)c(OC)c1
-5	-5	-1.2	CCn1c(SCC(=O)N(C)CC(=O)Nc2ccc(OC)cc2)nnc1-c1ccco1
-7	2	-0.3	O=C(CSc1nnc(C2CC2)n1-c1ccccc1)NC1CCS(=O)(=O)C1 (centres undefined)
-1	11	-0.9	Cc1cc(CNC(=O)COC(=O)c2ccc(Cl)c(N)c2)cc(C)c1O
-8	0	0.5	C[C@@H]1COC(=O)[C@@H](Cc2ccc(F)cc2)C/C=C\C[C@@H](CC(=O)N[C@H](CO)Cc2ccccc2)C(=O)N1
-2	1	0.7	COc1ccc(NS(=O)(=O)c2cccc(C(=O)NCc3ccco3)c2)cc1
-4	16	4.7	C#CCN(C[C@@H]1[C@@H](OC(=O)Nc2c(C)noc2C)[C@@H](OC(=O)Nc2c(C)noc2C)Cn2c(=O)n(CCCCCC)c(=O)n21)S(=O)(=O)c1ccc(C)cc1
-2	8	-1.6	Cc1ccc(-n2c(C)nnc2SCC(=O)N(C)C2CCS(=O)(=O)C2)cc1 (centres undefined)
-5	-14	-2.8	O=C(O)CCC1(C(=O)O)CCC(=O)c2ccccc21 (centres undefined)
-4	-18	2.6	COC(=O)c1c(C)[nH]c(C(=O)OCC(=O)N(CC(C)C)c2c(N)n(Cc3ccccc3)c(=O)[nH]c2=O)c1C
-3	-47	0.2	Cc1cccc(NC(=O)[C@@H]2CCCN2S(=O)(=O)c2ccc(Cl)cc2)c1
-2	-6	-0.2	CCOc1cc(N2CCOCC2)c(OCC)cc1NC(=O)CN1CCSC1=O

# The list goes on.
GalR3 antagonist	CRFR2-BP antag	CRFR2-BP ag	molecule
-1	-3	-1.5	Nc1ncnc2c1ncn2[C@@H]1O[C@H](CN2CCCS2(=O)=O)[C@@H](O)[C@H]1O
-3	-19	-1.3	O=C(CN1C(=O)NC2(CCCC2)C1=O)Nc1ccccc1N1CCCCC1
-1	-10	-0.1	O=C(COC(=O)c1cc[n+]([O-])cc1)Nc1cccc(F)c1
-7	12	-1.7	O=C(O)C1C2CCC(C2)C1C(=O)Nc1ccccc1 (centres undefined)
-2	-34	8.2	CCC1(c2ccc(F)cc2)NC(=O)N(CC(=O)Nc2cccc(S(=O)(=O)N3CCCC3)c2)C1=O (centres undefined)
-6	-13	0.0	CCc1ccc(NC(=O)C(C)OC(=O)CN2C(=O)NC3(CCCC3)C2=O)cc1 (centres undefined)
-2	-4	0.6	O=C(CC1SC(N2CCCC2)=NC1=O)Nc1ccc(C(=O)N2CCCC(C(F)(F)F)C2)cc1 (centres undefined)
-6	6	2.3	Cc1cc(C(=O)CCC(=O)N(C)CC(=O)Nc2ccc(OC(F)(F)F)cc2)c(C)s1
-6	-50	9.8	CN1N=C(N)c2cn(C3OC(COP(=O)(O)O)C(O)C3O)c3ncnc1c23 (centres undefined)
0	-2	-0.1	CCc1noc(C)c1C(=O)Nc1ccc(S(=O)(=O)N2CCCCC2)cc1
-7	4	-0.5	CN1CCN(S(=O)(=O)c2ccc(C(F)(F)F)cc2)C(c2ccccc2)C1 (centres undefined)
-5	5	-1.3	O=C(COc1ccccc1Cc1ccccc1)Nc1cccnc1
-4	3	-0.4	CN(C)C(CNC(=O)c1cc2ccccc2o1)c1ccco1 (centres undefined)
-7	-3	2.0	Cc1ccc(C(=O)OC(C)C(=O)NC2CCCCC2C)s1 (centres undefined)
5	10	-4.6	CC[C@@H]1C=C(C(=O)O)[C@H](c2ccc(Br)cc2)N1S(=O)(=O)c1ccc(C)cc1
-2	14	0.1	O=C(/C=C/c1ccccc1)Nc1cccc(C(=O)NCCCCc2ccccc2)c1
-4	0	-7.2	CC(OC(=O)C1=COCCO1)C(=O)c1ccc(Br)cc1 (centres undefined)

# Of the compounds above, 10 contain fluorine.
GalR3 antagonist	CRFR2-BP antag	CRFR2-BP ag	molecule
-2	4	0.5	O=C(CSc1nnc(N2CCOCC2)n1-c1cccc(F)c1)N1CCN(c2ccccn2)CC1
-4	-1	-0.3	O=C(NCC(=O)N1CCN(S(=O)(=O)c2c(F)cccc2F)CC1)c1ccccc1F
-2	3	0.2	Cc1cc(C)n2nc(C(=O)NCC(=O)Nc3ccc(F)c(F)c3)nc2n1
1	4	-3.5	CCN1CCN(S(=O)(=O)c2ccc(OC)c(NC(=O)c3ccccc3F)c2)CC1
-8	0	0.5	C[C@@H]1COC(=O)[C@@H](Cc2ccc(F)cc2)C/C=C\C[C@@H](CC(=O)N[C@H](CO)Cc2ccccc2)C(=O)N1
-1	-10	-0.1	O=C(COC(=O)c1cc[n+]([O-])cc1)Nc1cccc(F)c1
-2	-34	8.2	CCC1(c2ccc(F)cc2)NC(=O)N(CC(=O)Nc2cccc(S(=O)(=O)N3CCCC3)c2)C1=O (centres undefined)
-2	-4	0.6	O=C(CC1SC(N2CCCC2)=NC1=O)Nc1ccc(C(=O)N2CCCC(C(F)(F)F)C2)cc1 (centres undefined)
-6	6	2.3	Cc1cc(C(=O)CCC(=O)N(C)CC(=O)Nc2ccc(OC(F)(F)F)cc2)c(C)s1
-7	4	-0.5	CN1CCN(S(=O)(=O)c2ccc(C(F)(F)F)cc2)C(c2ccccc2)C1 (centres undefined)

# Quoted at random: 2 entries already listed.
GalR3 antagonist	CRFR2-BP antag	CRFR2-BP ag	molecule
-6	6	2.3	Cc1cc(C(=O)CCC(=O)N(C)CC(=O)Nc2ccc(OC(F)(F)F)cc2)c(C)s1
-7	12	-1.7	O=C(O)C1C2CCC(C2)C1C(=O)Nc1ccccc1 (centres undefined)
